Assay outcomes: PubChem BioAssay, The Scripps Research Institute Molecular Screening Center
MITF inh – blocks human microphthalmia-associated transcription factor; inhibition, % at 2.6 µM; AlphaScreen MITF homodimerization, bead proximity signal; hit rate 0.91% among 650,000; in the data active = inhibition above about 50%;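 note: 0% = vehicle wells with protein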
TEAD-YAP inh – TEAD-YAP interaction inhibition | HEK-TIYL cells, TEAD-Gal4/YAP UAS-luciferase luminescence | inhibition, % at 9.12 µM | hit rate 1.4% among 640,000; in the data active = inhibition above about 32%;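 note: 0% = median of test compound wells and 100% = reference inhibitor wells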
FBW7 activator – human FBW7 E3 ligase activation, primary screen; Q969H0; AlphaScreen FBW7–phospho-cyclin E peptide binding, activator screen; normalized activity (activation), % at 26.1 µM; hit rate 0.13% among 650,000; in the data active = normalized activity above about 1.9%;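 note: purified mutant Fbw7 with reduced substrate affinity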
Target sequence (Q969H0 whole entry, looked up): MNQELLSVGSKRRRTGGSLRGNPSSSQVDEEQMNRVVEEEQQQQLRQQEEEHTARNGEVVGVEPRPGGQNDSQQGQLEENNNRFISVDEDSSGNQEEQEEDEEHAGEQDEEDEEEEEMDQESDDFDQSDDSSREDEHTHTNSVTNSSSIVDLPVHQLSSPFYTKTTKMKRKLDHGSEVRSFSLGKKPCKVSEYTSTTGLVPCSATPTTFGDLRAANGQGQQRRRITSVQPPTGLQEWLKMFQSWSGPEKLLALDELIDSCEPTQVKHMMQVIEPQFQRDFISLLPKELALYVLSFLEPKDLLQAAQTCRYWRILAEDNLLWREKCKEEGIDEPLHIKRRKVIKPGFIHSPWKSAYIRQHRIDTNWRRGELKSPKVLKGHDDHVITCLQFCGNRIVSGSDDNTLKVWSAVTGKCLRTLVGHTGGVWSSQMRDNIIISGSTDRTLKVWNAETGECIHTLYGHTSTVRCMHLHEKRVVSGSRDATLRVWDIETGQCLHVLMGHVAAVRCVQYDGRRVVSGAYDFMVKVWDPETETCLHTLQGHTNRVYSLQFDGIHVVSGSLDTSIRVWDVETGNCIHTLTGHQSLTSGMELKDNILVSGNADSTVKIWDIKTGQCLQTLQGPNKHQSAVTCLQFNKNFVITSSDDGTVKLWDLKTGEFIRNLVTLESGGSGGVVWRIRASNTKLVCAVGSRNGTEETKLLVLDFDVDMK
GPR151 ag – activates the human receptor GPR151. Q8TDV0. PathHunter beta-arrestin GPR151 cells, luminescence. activation, % at 11.2 µM. hit rate 1% among 650,000; in the data active = activation above about 4.9%;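 note: 0% = median of compound wells and 100% = cells with positive control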
Target sequence (Q8TDV0 whole entry, looked up): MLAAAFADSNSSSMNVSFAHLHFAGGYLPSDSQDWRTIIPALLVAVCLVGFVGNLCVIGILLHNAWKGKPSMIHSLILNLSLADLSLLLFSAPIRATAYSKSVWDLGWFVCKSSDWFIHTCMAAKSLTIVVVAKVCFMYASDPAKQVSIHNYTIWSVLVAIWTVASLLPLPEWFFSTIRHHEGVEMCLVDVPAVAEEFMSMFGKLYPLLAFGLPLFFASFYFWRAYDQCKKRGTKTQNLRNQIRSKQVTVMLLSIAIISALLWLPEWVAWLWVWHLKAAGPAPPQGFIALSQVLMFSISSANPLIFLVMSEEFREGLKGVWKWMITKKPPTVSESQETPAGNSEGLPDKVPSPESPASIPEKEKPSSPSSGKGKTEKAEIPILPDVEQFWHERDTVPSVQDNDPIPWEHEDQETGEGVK
* = called active by the depositor; nt = not tested or not shown.

No. | Compound | MITF inh | TEAD-YAP inh | FBW7 activator | GPR151 ag
1 | CN(C(=O)N1CCC(C(=O)NC(c2ccccn2)c2cccs2)CC1)c1ccccc1 (configuration not stated) | 22 | 8 | -0.3 | -0.1
2 | Cc1nc(-c2ccccc2)sc1C(=O)NNC(=O)c1n[nH]c(=O)c2ccccc12 | -11 | -9 | 0.1 | -2.0
3 | Cc1ccc(NC(=O)c2cc(S(=O)(=O)N3CCCCC3)ccc2C)cc1 | 5 | -3 | -0.2 | -0.1
4 | O=C(NCCO)C(=O)NCc1cccnc1 | 5 | 10 | -0.1 | 3.2
5 | CCc1nc2sc(C(c3ccc(F)c(F)c3)N3CCN(c4ccc(OC)cc4)CC3)c(O)n2n1 (configuration not stated) | 12 | -3 | -0.1 | 0.7
6 | COc1ccc(N2C(=O)CC(SCC(=O)Nc3ccc4ccccc4c3)C2=O)cc1 (configuration not stated) | 18 | 18 | 0.2 | -0.7
7 | CCOc1ccc2nc(NC(=O)Cn3cnc4c3c(=O)n(C)c(=O)n4C)sc2c1 | 21 | 2 | 0.1 | -0.5
8 | O=C(O)c1ccccc1C(=O)Nc1ccc(-c2ccccc2)cc1 | -1 | -12 | 0.0 | -1.3
9 | CC1CCCC(NC(=O)COC(=O)c2cccnc2Cl)C1C (configuration not stated) | 5 | 7 | -0.1 | 1.4
10 | COC(=O)c1ccc(Nc2ncnc3c2cnn3-c2cccc(C)c2)cc1 | 4 | 1 | 0.0 | -1.3
11 | O=C(NC(c1ccccc1)c1c(O)ccc2ccccc12)c1ccc(Cl)cc1 (configuration not stated) | 1 | 4 | 0.0 | 1.2
12 | O=C(OCC(=O)N1CCCCCC1)c1n[nH]c(=O)c2ccccc12 | 10 | -2 | -0.1 | 2.3
13 | COc1ccccc1C(=O)N1CCCN(c2nc3c(C)c(C)ccc3cc2C#N)CC1 | -4 | 5 | 0.2 | 0.6
14 | CC(C)c1ccc(CN[C@H]2C[C@H]3C(=O)N4CCC[C@H]4C(=O)N3C2)cc1 | -12 | -23 | 0.1 | -3.1
15 | COc1ccccc1N1CCN(C(=O)CN(CCc2ccccc2)S(=O)(=O)c2ccccc2)CC1 | 1 | 3 | -0.2 | 0.5
16 | COc1ccc(-c2cncc(-c3ccc(NS(C)(=O)=O)cc3)c2)cc1 | 3 | -5 | -0.6 | 0.2
17 | CC(C)(C)c1csc(NC(=O)C23CC4CC(CC(C4)C2)C3)n1 | 6 | 16 | 0.0 | -0.7
18 | CSc1ccccc1NC(=O)CC(=O)Nc1ccccc1SC | 20 | -12 | 0.0 | 0.3
19 | O=C(Nc1ccccc1)Nc1ccccc1Br | -4 | -35 | 0.0 | -0.9
20 | CC(C)(C)Nc1ncnc2c1cnn2Cc1ccccc1 | -2 | 2 | -0.1 | 1.1
21 | CC(C)c1nc(C#N)c(NCCCn2ccnc2)o1 | 6 | -2 | 0.7 | -0.1
22 | N#C/C(=C\c1cccc(Cl)c1)c1nc(-c2cc3c(ccc4ccccc43)oc2=O)cs1 | -2 | 10 | 0.0 | -0.8
23 | Cc1cc(C)nc(SCC(=O)NC2CCCc3ccccc32)n1 (configuration not stated) | 7 | -2 | -0.1 | 1.2
24 | COc1ccccc1Oc1ccc2c(c1)C(=O)N(c1ccc(O)cc1)C2=O | 10 | 0 | 0.7 | 3.0
25 | Cc1ccc2c(c1)CC(c1nc3ccc(-c4ccncc4)cc3s1)CO2 (configuration not stated) | 45 | 14 | -0.3 | 1.8
26 | CC1CC(C)CN(C(=O)C(=O)Nc2ccc3nc4n(c(=O)c3c2)CCCCC4)C1 (configuration not stated) | -7 | -4 | 0.2 | -0.4
27 | O=C(O)c1cc2cc(Cl)cc(Br)c2oc1=O | -3 | 0 | -0.5 | 1.9
28 | COc1cccc2c(SCC(=O)Nc3ccc4c(c3)OCO4)nccc12 | 0 | 48* | 0.6 | -1.1
29 | O=C(CSc1nnc(NC(=O)c2ccc(Cl)c([N+](=O)[O-])c2)s1)Nc1ccccc1 | 7 | -3 | 0.1 | -1.0
30 | O=C(CSc1nc2cc(Cl)ccc2s1)Nc1cccc([N+](=O)[O-])c1 | 5 | 3 | 0.4 | -1.0
31 | CCCCC(c1nnnn1CCOC)N1CCN(c2cccc(C(F)(F)F)c2)CC1 (configuration not stated) | 28 | -6 | 0.2 | -0.8
32 | CCCCCC(=O)NNC(=O)c1cccc(C)c1 | -44 | 2 | 0.3 | 1.9
33 | O=C(O)C12CC3CC(C1)CC(c1ccccc1)(C3)C2 | 7 | -6 | 0.4 | -0.9
34 | Cn1c(=O)c2c(nc(N3CCN=C3SCC(N)=O)n2Cc2ccccc2)n(C)c1=O | -3 | -5 | 0.4 | 0.3
35 | CC1(C)N=C(SCC(=O)Nc2ccc(F)cc2)C(c2ccccc2)=N1 | 11 | 4 | 0.0 | 0.6
36 | COc1ccc(C(=O)CSc2nc(-c3ccccc3C)ns2)cc1 | 4 | 1 | -0.2 | -1.3
37 | O=C(Cc1ccc(N2CCC(NC3Cc4ccccc4C3)CC2)cc1)N1CCCC1 | 15 | 13 | 0.0 | -0.9
38 | COc1ccc(OC)c(NC(=O)C(CC(=O)O)NCc2ccco2)c1 (configuration not stated) | 13 | -1 | 0.5 | 1.0
39 | Cc1ccc(C(=O)CC(C(=O)O)N2CCN(C)CC2)cc1 (configuration not stated) | 8 | 1 | -0.1 | 1.6
40 | CCC(C)(C(=O)NC1CCCCC1)N(CC1CCCO1)C(=O)c1ccccn1 (configuration not stated) | 5 | 2 | 0.6 | -0.4
41 | CC(=O)Nc1ccc(S(=O)(=O)Nc2ccc(Br)cc2C)cc1 | 6 | 14 | 0.0 | -1.5
42 | COc1ccc(C2=N/C(=C\c3ccc4c(c3)OCCO4)C(=O)O2)cc1[N+](=O)[O-] | -4 | 2 | -0.1 | -0.4
43 | COCCNC(=O)CN(Cc1ccccc1)C(=O)CCC(=O)Nc1cc(C)on1 | -5 | -3 | -0.3 | 0.6
44 | CC(=O)c1cccc(NC(=O)CSc2nc3c(=O)n(C)c(=O)n(C)c3n2C)c1 | 8 | 9 | 0.1 | -1.4
45 | Cn1cc(CCNC(=O)CCN2Cc3ccccc3OC(c3ccccc3)C2)cn1 (configuration not stated) | 10 | -6 | 0.0 | 1.8
46 | Cc1ccc(NC(=O)CN(c2cccc(C)c2C)S(=O)(=O)c2ccccc2)cc1 | -3 | 9 | -0.2 | 3.3
47 | Cc1cc(C(=O)OC(C)C)c(NC(=O)CSc2ccccc2)s1 | 14 | 4 | 0.9 | 0.8
48 | Cc1ccc(CNC(=O)c2cnn3c(C)c(Cc4ccc(Cl)cc4)c(C)nc23)cc1 | -1 | 6 | 0.0 | -0.1
49 | COc1cccc(CNc2ccc3c(c2)ncn3C(C)(C)C)c1OC | 2 | -62 | 0.0 | 3.4
50 | CN(C)c1ccc(C(=O)NCC2Cc3cc(Cl)cc(-c4ccncc4)c3O2)cc1 (configuration not stated) | -2 | 10 | -0.1 | 0.9

6 entries from above, with one line to a screen:
37) O=C(Cc1ccc(N2CCC(NC3Cc4ccccc4C3)CC2)cc1)N1CCCC1
38) COc1ccc(OC)c(NC(=O)C(CC(=O)O)NCc2ccco2)c1 (configuration not stated)
39) Cc1ccc(C(=O)CC(C(=O)O)N2CCN(C)CC2)cc1 (configuration not stated)
40) CCC(C)(C(=O)NC1CCCCC1)N(CC1CCCO1)C(=O)c1ccccn1 (configuration not stated)
41) CC(=O)Nc1ccc(S(=O)(=O)Nc2ccc(Br)cc2C)cc1
42) COc1ccc(C2=N/C(=C\c3ccc4c(c3)OCCO4)C(=O)O2)cc1[N+](=O)[O-]

compound no. | 37 | 38 | 39 | 40 | 41 | 42
MITF inh | 15 | 13 | 8 | 5 | 6 | -4
TEAD-YAP inh | 13 | -1 | 1 | 2 | 14 | 2
FBW7 activator | 0.0 | 0.5 | -0.1 | 0.6 | 0.0 | -0.1
GPR151 ag | -0.9 | 1.0 | 1.6 | -0.4 | -1.5 | -0.4

(further entries)
No. | Compound | MITF inh | TEAD-YAP inh | FBW7 activator | GPR151 ag
51 | CNC(=O)CSc1nnc(-c2ccccc2)n1CCCOC | -11 | -8 | 0.0 | 0.1
52 | CCOc1ccc(N2C(=O)NC(=O)/C(=C\c3cc(Br)ccc3OC)C2=O)cc1 | 3 | 5 | -0.3 | 0.6
53 | COCC(CN1CCN(C2=NS(=O)(=O)c3ccccc32)CC1)OC(=O)c1ccc(C)cc1 (configuration not stated) | -5 | 0 | -0.3 | 0.6
54 | Cc1cccnc1C(NC(=O)C1CCN(C(=O)NC(C)(C)C)CC1)c1ccc(F)cc1 (configuration not stated) | -1 | 11 | -0.1 | 0.7
55 | Cc1ncc(CO)c2cc(C(N)=O)c(=Nc3ccc(F)c(Cl)c3)oc12 | -10 | -6 | -0.2 | 1.3
56 | c1ccc(-n2ncc3c(Nc4cccc5ccccc45)ncnc32)cc1 | 16 | -2 | 0.0 | 5.7*
57 | O=C(Nc1nc(-c2ccncc2)cs1)c1ccccc1I | -1 | -15 | 0.0 | 6.3*
58 | CCOC(=O)c1sc2nc(NC(=O)C(C)(C)C)sc2c1C | 8 | -53 | 0.0 | -0.4
59 | O=C1Sc2ccc(Br)c3cccc1c23 | 4 | -14 | -0.2 | 0.2
60 | Cc1noc(C)c1COC(=O)C1=NNC(=O)CC1 | -18 | 7 | 0.3 | 0.2
61 | CCCCCC(=O)/C=C/[C@H]1[C@H](O)CC(=O)[C@@H]1CCCCCCC(=O)O | -2 | nt | nt | 0.6
62 | CSc1ccccc1C(=O)NCc1ccccn1 | -2 | 1 | -0.1 | 0.8
63 | O=C(CCc1nnc(C2CCCCC2)o1)NCc1cccc(-n2cccn2)c1 | -10 | 4 | -0.1 | 0.1
64 | CC(C)CC(=O)NCC(c1ccco1)N1CCc2ccccc21 (configuration not stated) | 12 | 1 | 0.0 | -0.4
65 | O=C(COc1ccc(Br)cc1)Nc1cccnc1 | 16 | -31 | 0.2 | -1.6
66 | COc1ccc(C2C3C(=O)N(c4cccc(Cl)c4)C(=O)C3ON2c2ccccc2)cc1 (configuration not stated) | 44 | -7 | -0.2 | -1.1
67 | O=C(CS(=O)(=O)c1ccccc1)Nc1nnc(Cc2ccccc2)s1 | -5 | -2 | -0.1 | -1.4
68 | Cn1c2c(c(=O)n(C)c1=O)C(c1ccc3c(c1)OCO3)C1=C(CCCC1=O)N2 (configuration not stated) | 9 | -7 | -0.1 | -1.2
69 | C=CCNC(=O)C(=O)NCC1OCCCN1S(=O)(=O)c1ccccc1 (configuration not stated) | 2 | -6 | 0.0 | 5.9*
70 | COc1ccc(S(=O)(=O)Nc2ccc(OC)c(Cl)c2)cc1C | 11 | 15 | 0.2 | 1.4
71 | CCCCCC/C(C)=N/N=C1\NC(=O)C(CC(=O)O)S1 (configuration not stated) | 7 | 8 | 0.2 | -0.8
72 | COc1ccc(C(=O)NCCc2nnc3n2CCN(Cc2cccnc2)CC3)cc1 | -9 | 11 | -0.1 | 0.4
73 | CCCNC(=O)C1CCN(C(=O)N2CCOc3ccccc32)CC1 | 1 | 6 | 0.0 | -2.3
74 | C=CCOC(=O)/C(=C\c1ccco1)NC(=O)c1ccccc1Br | -3 | -9 | -0.1 | 0.1
75 | CC(C)CC(=O)NC(=S)Nc1ccc(S(=O)(=O)N2CCCC2)cc1 | -19 | 11 | -0.1 | 1.3
76 | COC(=O)C(C)OC(=O)c1ccc(Cl)c([N+](=O)[O-])c1 (configuration not stated) | 5 | 7 | 3.0* | 1.2
77 | CCOC(=O)c1c(NC(=O)NN)sc2c1CCCC2 | -30 | -3 | 0.0 | -0.5
78 | O=S(=O)(NCc1csc(-c2cccs2)n1)c1ccc(-c2ccon2)s1 | 3 | -3 | 1.1 | 0.1
79 | Cc1ccccc1OCCCC(=O)Nc1nc2ccccc2s1 | 6 | -9 | 0.0 | 0.2
80 | Cc1ccccc1-n1c(SCC(=O)NCc2ccccc2)nc2[nH]ncc2c1=O | -1 | -8 | 0.1 | 1.7
81 | CCOCCC(=O)Nc1ccc(Cl)cc1 | 10 | 3 | 0.6 | -1.3
82 | Cc1nonc1NC(=O)c1sc2nc3c(C)ccc(C)c3cc2c1N | 8 | 3 | 0.0 | 3.4
83 | O=P(O)(c1ccccc1)c1nccn1-c1ccc(Cl)nn1 | 4 | 9 | 0.5 | 2.4
84 | c1cc2[nH]ncc2cc1NC1CCNC1 (configuration not stated) | 36 | 21 | -0.4 | 0.5
85 | COC(=O)c1c(NC(=O)C(=O)NC2CCC(C)CC2)sc2c1CCCC2 (configuration not stated) | 16 | -7 | 0.8 | 1.5
86 | CC(Oc1ccc(Br)cc1)C(=O)O/N=C(\N)c1ccccn1 (configuration not stated) | 18 | -24 | 0.2 | -1.8
87 | CCn1ccc(C(=O)Nc2c3c(nn2C)CCC3)n1 | 17 | -10 | 0.2 | -1.5
88 | Cc1ccccc1C1=N/C(=C\c2ccc(I)o2)C(=O)O1 | 0 | 14 | -0.2 | 2.5
89 | COC(=O)c1ccccc1NC(=O)CCN1C(=O)c2ccc([N+](=O)[O-])cc2C1=O | -2 | 20 | -0.1 | 2.4
90 | CC(=O)Nc1ccc(S(=O)(=O)NC2(C(F)(F)F)C(=O)NC(C)=C2C#N)cc1 (configuration not stated) | 7 | 2 | 0.1 | 0.4

Four records drawn at random from those above, as already listed:
No. | Compound | MITF inh | TEAD-YAP inh | FBW7 activator | GPR151 ag
49 | COc1cccc(CNc2ccc3c(c2)ncn3C(C)(C)C)c1OC | 2 | -62 | 0.0 | 3.4
35 | CC1(C)N=C(SCC(=O)Nc2ccc(F)cc2)C(c2ccccc2)=N1 | 11 | 4 | 0.0 | 0.6
32 | CCCCCC(=O)NNC(=O)c1cccc(C)c1 | -44 | 2 | 0.3 | 1.9
75 | CC(C)CC(=O)NC(=S)Nc1ccc(S(=O)(=O)N2CCCC2)cc1 | -19 | 11 | -0.1 | 1.3
